Screens: PubChem, National Center for Advancing Translational Sciences (NCATS)
Tau fil binding – binds recombinant human tau filaments. Potency, µM (titrated, usually from 57.1 µM), inactives show top-dose activity change, negative = inhibition. AID 596. recombinant tau filaments, thioflavin S fluorescence, 15 h; filaments grown with octadecylsulfate alongside compound. hit rate 2% among 71,000. P10636;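 further: potency means the concentration at half of the fitted maximal effect; on the % scale 0 is the no-effect control and ±100 the full control effect; actives lower thioflavin S fluorescence by blocking filaments or displacing dye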
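His-tagged recombinant human tau (exons 2, 3 and 10 included), 1 uM, was induced to fibrillize by 30 uM sodium octadecylsulfate with compound present. After 15 h at 37 C, thioflavine S fluorescence (ex 450, em 510 nm) was read.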
Rhodamine autofl – compound fluoresces in the rhodamine spectral region. Rhodamine-region fluorescence, 547/598 nm, Tris buffer; active compounds read high. max dye-equivalent concentration, M. hit rate 0.05% among 59,000. AID 594; in the data active means max dye-equivalent concentration above about 11 nM; inconclusive means between about 1.1 nM and that limit
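Read-out is relative fluorescence at 547 nm excitation and 598 nm emission, expressed as dye-equivalent concentration using rhodamine standards on every plate. Each compound was profiled across a concentration series after 15 min in 100 mM Tris, pH 8.0.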
Casp1 inh – caspase-1 (human) inhibition, allosteric or competitive. P29466. Caspase-1 enzyme, Ac-WEHD-AFC fluorogenic rate. Potency, µM (top dose mostly 57.5 µM), without a hit: at the highest dose activity change, negative = inhibition, most hits filed as inhibitors. hit rate 0.03% among 75,000;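 further: potency means the concentration at half of the fitted maximal effect; plate controls were vehicle for no effect and no substrate for full effect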
Target sequence (P29466 120-297 limits assumed): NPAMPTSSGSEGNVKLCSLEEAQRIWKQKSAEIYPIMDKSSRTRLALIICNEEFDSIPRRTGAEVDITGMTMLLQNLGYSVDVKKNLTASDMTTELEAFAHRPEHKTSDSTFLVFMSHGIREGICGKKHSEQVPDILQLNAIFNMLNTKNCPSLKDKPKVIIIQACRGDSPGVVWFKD
Target sequence (P29466 317-404 limits assumed): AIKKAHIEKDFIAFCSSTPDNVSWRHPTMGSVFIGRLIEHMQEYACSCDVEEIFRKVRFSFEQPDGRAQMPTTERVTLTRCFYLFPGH
Pol III holo inh – DNA polymerase III holoenzyme inhibition. AID 603. Potency, µM (doses to about 57.1 µM), inactives show at the top dose activity change, negative = inhibition. hit rate 0.25% among 71,000. reconstituted DNA polymerase III holoenzyme replication, biochemical; further: potency means the concentration at half of the fitted maximal effect; on the % scale 0 is the no-effect control and ±100 the full control effect
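Reconstituted *E. coli* holoenzyme (0.35 nM Pol III, 1 nM beta, 154 nM SSB, 2 nM primase) was preincubated with compound for 15 min at RT. Synthesis on 1.4 nM ssM13Gori ran 35 min, then was stopped with PicoGreen/EDTA and read as dsDNA fluorescence.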
HADH2 inh – HADH2 (human) dehydrogenase inhibition. Q99714. recombinant HADH2, NADH fluorescence, beta-hydroxybutyryl-CoA. Potency, µM (highest dose often 57.1 µM), for the others: at the highest dose activity change, negative = inhibition, hits mostly inhibitors. hit rate 3.4% among 73,000; further: potency means the concentration at half of the fitted maximal effect; on the % scale 0 is the no-effect control and ±100 the full control effect; nearly all actives have a fitted effect of over 60% in size; many of its hits are not listed in these tables
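20 nM HADH2 + cpd, 15 min RT; add 1 mM NAD+/90 uM beta-hydroxybutyryl-CoA; kinetic fluorescence 360/450 nm, 4 min. Tris-HCl pH 9.0, 0.01% Tween-20.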
USP2a inhib – USP2a (human) protease inhibition; O75604; USP2a enzymatic assay, qHTS inhibition; Potency, µM (highest dose often 38.3 µM), for the others: top-dose activity change, negative = inhibition, most hits filed as inhibitors; hit rate 0.1% among 60,000;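 further: potency means the concentration at half of the fitted maximal effect; nearly all actives have a fitted effect of over 60% in size; plate controls were DMSO for no effect and NEM full inhibition control for full effect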
Target sequence (O75604 whole entry, looked up): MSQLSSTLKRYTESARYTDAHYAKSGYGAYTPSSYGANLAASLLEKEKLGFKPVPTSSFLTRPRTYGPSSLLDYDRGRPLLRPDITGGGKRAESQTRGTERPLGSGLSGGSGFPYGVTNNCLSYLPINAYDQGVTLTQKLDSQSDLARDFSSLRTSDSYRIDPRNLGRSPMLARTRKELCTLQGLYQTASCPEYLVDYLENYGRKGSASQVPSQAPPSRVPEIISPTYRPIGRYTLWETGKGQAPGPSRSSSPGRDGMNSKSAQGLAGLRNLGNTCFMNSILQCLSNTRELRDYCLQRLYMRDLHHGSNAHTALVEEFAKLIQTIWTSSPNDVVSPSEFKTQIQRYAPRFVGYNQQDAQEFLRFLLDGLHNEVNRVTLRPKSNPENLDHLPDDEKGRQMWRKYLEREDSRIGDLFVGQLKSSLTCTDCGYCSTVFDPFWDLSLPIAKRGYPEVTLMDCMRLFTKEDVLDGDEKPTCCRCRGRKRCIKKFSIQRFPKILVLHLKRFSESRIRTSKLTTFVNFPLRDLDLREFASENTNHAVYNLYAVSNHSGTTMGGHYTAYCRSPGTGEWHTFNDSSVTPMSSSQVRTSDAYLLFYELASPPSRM
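20 nM USP2 core + cpd, 30 min RT; add 20 nM Ub-PLA2/20 uM NBD C6-HPC; read Ex460/Em535 at 0 h and 2.5 h. Normalized to NEM; qHTS curve fit/classification.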
15-hLO inh – blocks human 15-lipoxygenase activity | purified 15hLO-1, xylenol orange hydroperoxide absorbance | Potency, µM (highest dose often 57.1 µM), without a hit: top-dose activity change, negative = inhibition, most hits filed as inhibitors | hit rate 1.4% among 74,000 | AID 887; further: potency means the concentration at half of the fitted maximal effect; on the % scale 0 is the no-effect control and ±100 the full control effect; nearly all actives have a fitted effect of over 55% in size
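Quantitative HTS in 25 mM Hepes pH 7.5 containing 0.01% Triton X-100: human 15hLO-1 at 40 nM, arachidonic acid at 50 uM, 6 min turnover. Product quantified via ferrous oxidation/xylenol orange, 573:405 nm absorbance ratio.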
Caspase-7 inhib – allosteric or competitive inhibitors of human caspase-7; Potency, µM (highest dose often 57.5 µM), for inactives: top-dose activity change, negative = inhibition, actives largely listed as inhibitors; recombinant caspase-7, Ac-DEVD-AFC fluorescence rate; AID 889; hit rate 0.02% among 75,000; P55210; active means well fitted inhibition curve with a large enough effect in the main read-out, with a control signal flat, not every such curve was filed as active; inconclusive means small, poorly fitted or top-dose-only effect, or a change in a side signal; further: potency means the concentration at half of the fitted maximal effect; % of control where 0% means no effect
BRCT inh red – BRCT-phosphoprotein interaction inhibition (red fluorophore) | AID 892 | hit rate 0.03% among 75,000 | Potency, µM (doses to about 76.9 µM), without a hit: at the top dose activity change, negative = inhibition, most hits filed as inhibitors | BRCT-phosphopeptide binding, red fluorescence polarization; further: on the % scale 0 is the no-effect control and ±100 the full control effect
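Rhodamine-labelled pBACH1 10-mer (100 nM) bound to BRCT domain (100 nM) at pH 7.3; compounds incubated 12 min room temperature, polarization read. Free peptide defines full inhibition; unlabelled decapeptide titrated as control.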
BRCT inh green – blocks human BRCA1 BRCT binding to phosphopeptide, green readout; BRCA1 BRCT-phosphopeptide binding, green fluorescence polarization; Potency, µM (doses to about 76.9 µM), for the others: top-dose activity change, negative = inhibition, hits mostly inhibitors; hit rate 0.05% among 75,000;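 further: potency means the concentration at half of the fitted maximal effect; plate controls were peptide without protein for full effect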
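Compounds were incubated for 12 min at room temperature with a complex of 100 nM fluorescein-tagged pBACH1 decapeptide and 250 nM His-tagged BRCT protein. Buffer was phosphate pH 7.3 with EDTA, DTT and Tween 20. Disruption of binding lowers the polarization signal.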
HEK293 cAMP cs – counter-screen for TSHR agonists: cAMP increase in parental HEK293. parental HEK293 CNG cAMP sensor, membrane potential fluorescence. Potency, µM (doses to about 57.1 µM), without a hit: top-dose activation, hits mostly activators. hit rate 2.5% among 73,000. AID 938; further: potency means the concentration at half of the fitted maximal effect; % of control where 0% means no effect; nearly all actives have a fitted effect of over 55% in size
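Parental HEK 293 cells stably expressing a cAMP-gated CNG channel were loaded with membrane potential dye containing 100 uM RO 20-1724 for 60 min. Compound added for 30 min; depolarization read as fluorescence intensity at 590 nm.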
* hit, by the source's call; i = inactive; ? = inconclusive; nt = not tested or not shown; [ ] = remark or other dose. Unless noted, the call rests on the fitted dose curve; in most records, active means well fitted curve in the direction sought with a large enough effect; inconclusive means small, poorly fitted or top-dose-only effect, or another doubt; inactive means no such curve, though single readings can be large; an effect the other way counts as inactive or inconclusive. This is a subset; rates above refer to the full screens.

smiles	15-hLO inh	Caspase-7 inhib	Casp1 inh	Pol III holo inh	Tau fil binding	BRCT inh red	HEK293 cAMP cs	BRCT inh green	HADH2 inh	Rhodamine autofl	USP2a inhib
COc1ccc(CC(=O)N2CCN(C(=O)c3ccco3)CC2)cc1	-2%	-1%	-1%	-2%	-2%	1.0%	8%	-0.3%	?	i	-2%
COc1ccc(N(Cc2cc(=O)[nH]c3ccccc23)C(=O)c2ccco2)cc1	-15%	0%	0%	3%	-7%	-0.9%	-6%	1.8%	14%	i	0%
COc1ccccc1N1CCN(S(=O)(=O)CC23CCC(CC2=O)C3(C)C)CC1 (stereo not drawn)	5%	-1%	-1%	1%	2%	1.2%	-3%	-0.5%	2%	i	4%
COc1ccccc1-c1nnc(SCC(=O)O)n1C	4%	1%	1%	-3%	-1%	0.6%	7%	-2.1%	4%	i	-5%
CCCC(c1nnnn1Cc1ccccc1)N1CCC(C(N)=O)CC1 (stereo not drawn)	?	-1%	0%	-1%	-6%	1.3%	?	-1.3%	-3%	i	2%
CCOC(=O)c1sc(/N=C/Nc2nc(C)c(C(=O)OCC)s2)nc1C	-6%	-3%	-6%	-1%	2%	1.4%	3%	-0.7%	7%	i	-4%
Cc1cc(C)nc(SC2CCOC2=O)n1 (stereo not drawn)	-7%	1%	0%	1%	-2%	-0.8%	0%	-1.0%	-1%	i	-5%
O=C(NC1CCCCC1)C(c1ccncc1)N(C(=O)Cn1nnc(-c2cccs2)n1)C1CCCC1 (stereo not drawn)	-10%	1%	-2%	-1%	-1%	-2.5%	?	-2.4%	-15%	i	nt
COc1ccc(NC(=O)C2CCN(S(=O)(=O)c3cccc4cccnc34)CC2)cc1OC	-9%	-1%	2%	4%	-3%	0.3%	-6%	-0.4%	7%	nt	nt
CC(C)C(NC(=O)c1ccc(S(=O)(=O)N2CCOCC2)cc1)c1nc2ccccc2[nH]1 (stereo not drawn)	-3%	-2%	-5%	-11%	126%	0.2%	2%	-2.1%	3%	i	-16%
Cc1cc(=O)n2nc(N3CCCC(C(=O)N4CCc5ccccc54)C3)sc2n1 (stereo not drawn)	18%	-2%	2%	-8%	-11%	-0.1%	11%	-0.1%	8%	i	3%
CN(C)CCCN1C(=O)c2oc3ccccc3c(=O)c2C1c1cccs1 (stereo not drawn)	1%	-13%	-13%	5%	31%	-0.7%	-4%	-1.0%	5%	i	16%
CCC(CC)C(=O)Nc1c2c(nn1-c1ccc(OC)cc1)CS(=O)(=O)C2	2%	-1%	0%	-8%	-4%	1.4%	?	0.3%	8%	i	-1%
O=C(O)CCC(=O)Nc1ccc(C(=O)OC2CCCCC2)cc1	-2%	0%	0%	-2%	4%	0.4%	-3%	-4.2%	-5%	nt	-11%
C=CCn1c(SCC(=O)Nc2ccccc2C)nnc1-c1ccncc1	-2%	1%	0%	-3%	-7%	0.8%	4%	-0.6%	-5%	i	11%
COc1ccccc1N1CCN(C(=O)c2cc(-c3cccs3)on2)CC1	-8%	-5%	-2%	2%	3%	0.4%	6%	4.1%	1%	i	-2%
CCN(CC(=O)N1CCOCC1)S(=O)(=O)c1ccc(C)cc1	6%	0%	2%	2%	0%	-1.9%	1%	-2.3%	-7%	i	3%
O=C(O)c1cc2c(ccc3ccccc32)o1	-2%	0%	-2%	nt	nt	-1.4%	?	0.5%	33%[activator]	nt	nt
CCCCn1c2c(c(=N)c3c1CCC3)CCC2	5%	2%	-1%	-3%	3%	1.0%	2%	-0.9%	6%	i	2%
COC(=O)c1ccc(CN(Cc2ccc(C(=O)OC)o2)C(C)(C)C)o1	-5%	-9%	-1%	-1%	2%	1.6%	?	2.9%	1%	i	3%
O=C(C1CCC1)N1CCc2cc(S(=O)(=O)N3CCN(c4ccccn4)CC3)ccc21	-17%	1%	-1%	-1%	1%	-0.7%	19%	-1.3%	1%	i	34%[activator]
CC1CCCc2sc3nc(N4CCN(CCO)CC4)n4ncnc4c3c21 (stereo not drawn)	-13%	-1%	-1%	-8%	37%	-0.8%	?	-0.5%	2%	i	37%[activator]
COc1ccc(CC(C(=O)Nc2cc(C)ccc2C)/C(N)=N/O)cc1 (stereo not drawn)	-12%	0%	1%	-3%	-9%	0.6%	-1%	-0.9%	7%	i	22%
Cc1c(C(=O)N2CCN(c3ccc(C(F)(F)F)cn3)CC2)oc2ccccc12	-27%	nt	-4%	-3%	2%	1.0%	?	1.8%	12%	i	-10%
CC(C)C=O	-2%	0%	0%	-5%	11%	-0.8%	7%	0.1%	-3%	nt	nt

2 records drawn at random from those above, as already listed:
smiles	15-hLO inh	Caspase-7 inhib	Casp1 inh	Pol III holo inh	Tau fil binding	BRCT inh red	HEK293 cAMP cs	BRCT inh green	HADH2 inh	Rhodamine autofl	USP2a inhib
O=C(O)c1cc2c(ccc3ccccc32)o1	-2%	0%	-2%	nt	nt	-1.4%	?	0.5%	33%[activator]	nt	nt
O=C(NC1CCCCC1)C(c1ccncc1)N(C(=O)Cn1nnc(-c2cccs2)n1)C1CCCC1 (stereo not drawn)	-10%	1%	-2%	-1%	-1%	-2.5%	?	-2.4%	-15%	i	nt

Taken from above:
USP2a inhib with COc1ccccc1-c1nnc(SCC(=O)O)n1C : -5%
BRCT inh red with COc1ccc(CC(=O)N2CCN(C(=O)c3ccco3)CC2)cc1 : 1.0%
Casp1 inh with CCCCn1c2c(c(=N)c3c1CCC3)CCC2 : -1%
BRCT inh green with CCOC(=O)c1sc(/N=C/Nc2nc(C)c(C(=O)OCC)s2)nc1C : -0.7%

The list goes on.
smiles	15-hLO inh	Caspase-7 inhib	Casp1 inh	Pol III holo inh	Tau fil binding	BRCT inh red	HEK293 cAMP cs	BRCT inh green	HADH2 inh	Rhodamine autofl	USP2a inhib
COc1cc2c(cc1OC)-c1nncn1C(C)(C)C2	2%	0%	-1%	0%	-2%	-0.4%	1%	-1.1%	4%	i	-6%
O=C(NCCc1c[nH]c2ccccc12)C(F)(F)C(F)F	-1%	-1%	-1%	-2%	1%	0.9%	-4%	-4.0%	7%	i	?
CC(C)(C)c1[nH]nc2c1C(c1ccncc1)C(C#N)=C(N)O2 (stereo not drawn)	4%	-5%	0%	-15%	-23%	-2.6%	4%	2.7%	-1%	i	-5%
CCOC(=O)N1CCN(C(=O)CSc2nnc(Cc3ccccc3)o2)CC1	18%	1%	-1%	-10%	8%	0.2%	-7%	-2.8%	12%	nt	nt
CCCn1c(N2CCN(C(=O)N3CCCCC3)CC2)nc2ccccc21	24%	2%	-1%	-4%	-13%	-2.7%	17%	0.0%	0%	i	nt
Cc1[nH]c2ccccc2c1CCO	4%	0%	1%	-13%	6%	0.5%	?	-0.9%	5%	i	-4%
CCOc1ccc(NC(=O)C2CCN(C(=O)NCc3ccccc3)CC2)cc1	0%	2%	0%	-5%	0%	0.0%	3%	0.1%	32%[activator]	i	nt
O=C(O)c1ccc(CSc2nnnn2C2CCCCC2)cc1	7%	1%	0%	-7%	-1%	-0.3%	9%	-2.5%	-17%	i	-5%
Cc1ccc(C(=O)Nc2nccs2)cc1S(=O)(=O)N1CCCCC1	-6%	-3%	-2%	1%	4%	-1.1%	24%	1.2%	-11%	i	33%[activator]
CCOc1cc(S(=O)(=O)N2CCN(c3ccc(F)cc3)CC2)c(OCC)cc1-n1cnnn1	7%	1%	-4%	-5%	-5%	0.2%	9%	-3.1%	?	i	0%
CC(C)NS(=O)(=O)c1ccc(OCC(=O)Nc2ccc3c(c2)OCCO3)cc1	-6%	0%	0%	-2%	-7%	-1.1%	4%	-1.6%	6%	i	13%
O=C(NCCCN1CCCCCC1)C1CC(=O)N(C2CCCC2)C1 (stereo not drawn)	5%	0%	-1%	0%	-1%	0.6%	3%	-0.6%	7%	i	5%
